DNMT1 block: blocks human DNA methyltransferase DNMT1. inhibition (reported as % activation of signal), % at 10 µM. P26358. actives 0.83% (n = 360,000). DNMT1 molecular beacon, Hinp1I cleavage, fluorescence; in the data active = inhibition above about 50%
MsrA inhibitor: inhibits bovine methionine sulfoxide reductase A; purified bovine MsrA, absorbance read-out; inhibition, % at 15.5 µM; actives 0.75% (n = 360,000); AID 651718; in the data active = inhibition above about 4.5%;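 also: 0% = vehicle wells with enzyme and 100% = reference inhibitor wells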
Tb MetRS inh: blocks T. brucei methionyl-tRNA synthetase activity. purified T. brucei MetRS, ATP depletion, Kinase-Glo luminescence. inhibition, % at 11.9 µM. actives 0.4% (n = 360,000);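 active = inhibition above a per-plate cutoff of the control wells' mean inhibition plus 3 SD, cut at about 5.5% in these data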;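 also: 0% = DMSO wells median and 100% = median of wells with control inhibitor compound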
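Dosing: 11.9 µM single point; system: parasite MetRS enzyme; technique: luminescence of leftover ATP; times: 15 min enzyme-compound preincubation, 2 h reaction, 10 min detection, 25 °C; replicates: each compound tested once; read-out basis: percent inhibition relative to median high and low control wells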
LMPTP block: LMPTP (human) inhibition | P24666 | recombinant LMPTP-A, OMFP fluorogenic substrate, fluorescence intensity | inhibition, % at 20 µM | actives 0.22% (n = 360,000);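 active = compounds that cut the enzyme signal by at least half of the control window in the single-dose screen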;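 also: plate controls were DMSO wells with enzyme plus substrate for no effect and substrate without enzyme for full effect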
Target sequence (P24666 whole entry, looked up): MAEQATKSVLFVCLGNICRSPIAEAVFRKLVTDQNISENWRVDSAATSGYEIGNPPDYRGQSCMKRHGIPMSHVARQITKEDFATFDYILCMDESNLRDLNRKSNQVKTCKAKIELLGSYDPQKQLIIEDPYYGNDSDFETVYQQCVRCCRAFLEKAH
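Assay system: LMPTP-A, protein tyrosine phosphatase of low molecular weight / Medium: pH 6.0 Bis-Tris buffer with DTT and Triton X-100 / Schedule: 50 min enzyme reaction at room temperature, protected from light / Measured by: endpoint fluorescence intensity from OMFP dephosphorylation / Read-out basis: % inhibition relative to no-enzyme and uninhibited control wells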
SUMO1-SIM PPI: modulators of human SUMO1-mediated protein-protein interactions; AID 602429; actives 0.33% (n = 360,000); P63165; inhibition, % at 20 µM; SUMO1 binding to a labelled peptide, TR-FRET, 1 h; in the data active = inhibition above about 37%
MsrA act: activates bovine MsrA enzyme. AID 602163. purified bovine MsrA, absorbance read-out. actives 0.3% (n = 360,000). activation, % at 10.6 µM; in the data active = activation above about 7.5%;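 also: 0% = vehicle and 100% = reference activator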
STEP inh: STEP (human) phosphatase inhibition. recombinant STEP, OMFP fluorogenic substrate, fluorescence. actives 0.25% (n = 360,000). inhibition, % at 20 µM. AID 588621;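 active = inhibition at 20 µM, scaled per plate between control wells, above about 37%, limit read from the data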;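 also: 0% = DMSO with enzyme and substrate and 100% = substrate only without enzyme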
Target sequence (P54829 whole entry, looked up): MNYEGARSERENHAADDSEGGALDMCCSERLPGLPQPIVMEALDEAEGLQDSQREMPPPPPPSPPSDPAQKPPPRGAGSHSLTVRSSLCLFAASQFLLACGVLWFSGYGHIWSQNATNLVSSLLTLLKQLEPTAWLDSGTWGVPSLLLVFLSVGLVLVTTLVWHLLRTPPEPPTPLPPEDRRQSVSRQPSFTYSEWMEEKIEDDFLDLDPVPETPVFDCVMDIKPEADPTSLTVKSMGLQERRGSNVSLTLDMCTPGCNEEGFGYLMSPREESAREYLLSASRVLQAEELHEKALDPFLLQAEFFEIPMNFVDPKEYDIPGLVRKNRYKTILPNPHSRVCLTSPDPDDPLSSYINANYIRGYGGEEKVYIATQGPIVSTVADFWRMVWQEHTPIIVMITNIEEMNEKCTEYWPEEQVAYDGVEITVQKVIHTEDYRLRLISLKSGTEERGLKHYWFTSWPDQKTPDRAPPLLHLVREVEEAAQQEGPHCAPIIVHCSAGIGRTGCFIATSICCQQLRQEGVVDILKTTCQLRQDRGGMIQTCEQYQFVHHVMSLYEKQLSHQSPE
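Material: STEP (striatal-enriched tyrosine phosphatase) enzyme, cell-free; Compound dosing: 20 µM single dose in 1% DMSO; Technique: fluorescence read at 480 nm ex / 540 nm em; Times: reaction 20 min, ambient temperature; Medium: 50 mM Bis-Tris pH 6.0 with 2.5 mM DTT and 0.005% Tween 20; Also added: OMFP at 25 µM.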
E coli Lon inh: inhibitors of E. coli Lon protease. AID 602123. P0A9M0. purified E. coli Lon protease, fluorescence polarization. inhibition, % at 7.94 µM. actives 0.42% (n = 360,000); in the data active = inhibition above about 13%, passing the limit was not always enough;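 also: 0% = enzyme with probe and DMSO and 100% = no enzyme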
CendR NRP1 mod: modulators of CendR peptide binding to human neuropilin-1. O14786. inhibition, % at 25 µM. FAM-RPARPAR peptide binding to NRP-1, fluorescence polarization. actives 0.85% (n = 360,000);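 active = inhibition or corrected inhibition above about 18%, plus a signal ratio from 0.5 to 1.5, limit read from the data, passing the limit was not always enough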; also: strong numbers were not always called active
Scp-1 inhibitor: inhibitors of human Scp-1 phosphatase. Q9GZU7. AID 493091. inhibition, % at 20 µM. actives 0.88% (n = 340,000). Recombinant Scp1, phosphopeptide, malachite green phosphate absorbance;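 active = inhibition above about 50% at 20 µM, limit read from the data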;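 also: plate controls were DMSO wells with enzyme for no effect and wells lacking enzyme for full effect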
Target sequence (Q9GZU7 76-261 limits assumed): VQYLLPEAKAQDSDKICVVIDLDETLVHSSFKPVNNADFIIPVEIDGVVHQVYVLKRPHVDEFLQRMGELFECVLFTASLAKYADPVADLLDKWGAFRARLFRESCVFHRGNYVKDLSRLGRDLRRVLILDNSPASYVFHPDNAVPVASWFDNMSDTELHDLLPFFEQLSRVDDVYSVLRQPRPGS
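Test system: SCP-1 phosphatase catalytic domain, residues 76-261 | Compound dosing: One concentration, 20 µM, with 1.0% DMSO | Schedule: 45 min room-temperature reaction, 5 min colour, 30 min stabiliser | Detection: Absorbance at 630 nm | Read-out basis: % inhibition of SCP-1 phosphate liberation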
Active calls of the source: *; . = not tested or not shown.

nr	DNMT1 block	MsrA inhibitor	Tb MetRS inh	LMPTP block	SUMO1-SIM PPI	MsrA act	STEP inh	E coli Lon inh	CendR NRP1 mod	Scp-1 inhibitor	Structure
1	2.9	-0.6	-1.6	0.9	-1.9	-11.1	-4.0	-14.2	4.9	2.8	O=C(Nc1cccc2ncccc12)c1cccc(Br)c1
2	0.4	2.7	-0.1	1.9	-15.2	-3.6	-1.1	1.4	-13.2	-0.9	CC(=O)c1ccc(Nc2cc(C)nc3c(C)cccc23)cc1
3	0.7	-0.3	-0.3	-1.5	4.3	-2.1	3.8	4.7	7.1	2.5	COc1cc(NC(=O)N[C@@H](CCSC)C(=O)O)cc(OC)c1
4	-1.4	0.7	-0.9	0.0	0.6	-10.9	0.9	2.7	4.9	-11.4	O=C(/C=C/c1ccc(F)cc1)NC(=S)NC1CCCCC1
5	4.2	0.4	-0.2	-0.4	25.2	-4.2	0.3	1.7	-2.9	1.6	Cc1ccc(C(=O)CCC(=O)OCC(=O)Nc2ccc3[nH]c(=O)[nH]c3c2)cc1
6	-1.9	0.3	-0.4	-1.8	-1.6	-0.7	2.6	2.8	-1.2	-1.2	Cc1cc(NC(=O)c2c([N+](=O)[O-])c(C)nn2C)no1
7	-3.4	-0.1	-0.5	-1.1	0.6	-0.4	0.7	1.8	-4.9	-6.8	CC(CCN(C)C)OC(=O)c1ccc(C(C)c2ccccc2)o1 (stereo not drawn)
8	-0.8	4.7*	-0.8	4.0	0.0	-8.6	3.6	-6.8	1.5	-2.3	CCOC(=O)C1CCN(CC(=O)c2ccc(O)c(C)c2O)CC1
9	-5.1	0.4	-0.3	-0.2	3.6	-4.0	-2.0	0.9	6.2	-1.4	CC(NC(=O)c1ccc(Cl)c(S(=O)(=O)N2CCCCCC2)c1)c1cccnc1 (stereo not drawn)
10	4.1	0.0	-1.1	-0.1	1.1	-7.0	-1.6	8.7	-5.7	-4.6	O=C(NC1CCCCCC1)C(=O)NC1CCCC1
11	4.8	-0.7	0.3	4.2	5.9	-1.8	1.2	5.2	14.9	-10.7	CCOCc1c(C(=O)NC2=Nc3ccccc3NC(CC)=C2C(=O)OCC)oc2ccccc12
12	-7.5	0.6	-0.2	-0.6	-0.3	-4.5	-1.3	9.2	0.6	-10.7	COc1cccc(CNc2ccc(S(=O)(=O)N3CCN(C)CC3)cn2)c1
13	1.1	0.3	1.0	-1.1	1.0	-2.0	2.3	0.1	-10.2	-11.7	COc1ccc(CCNC(=O)c2[nH]c(C)c(C(C)=O)c2C)cc1OC
14	-0.3	-0.7	-0.1	-0.1	3.7	-2.3	10.3	-9.9	-10.7	-8.0	COc1ccc(CCC(=O)Nc2nnc(C(F)(F)F)s2)cc1
15	-0.3	-0.8	-0.3	0.4	9.0	1.1	3.2	-6.4	-5.3	-11.4	Cc1ccc(S(=O)(=O)N(Cc2ccccc2)C(C)C)cc1
16	-0.9	2.8	0.1	0.2	2.3	-2.9	-3.2	-0.4	-11.9	-8.0	O=C(c1ccco1)N1CCN(c2nnc(-c3ccccc3)c3ccccc23)CC1
17	0.7	0.4	0.1	0.7	-0.9	-2.0	-0.5	-5.9	17.5	-7.1	COc1ccc(C(=O)N(C)C2CCCc3ccccc32)cc1OC1CCN(C(C)C)CC1 (stereo not drawn)
18	2.6	-1.3	0.7	-0.5	10.3	-4.9	0.7	-6.5	-6.1	-4.7	CCN(C(=O)Cc1cccs1)c1nnc(-c2cccnc2)s1
19	1.4	0.3	-0.5	-0.2	-0.1	-7.1	-0.1	-1.8	-8.9	-4.8	O=C(c1ccc(Cl)c(S(=O)(=O)N2CCOCC2)c1)N1CCN(c2ccccc2F)CC1
20	1.2	-1.0	-0.6	-0.7	0.4	-3.0	-1.5	-10.0	4.9	-1.7	CC(=O)NC1=NN(C(C)=O)C(C)(CCS(=O)(=O)c2ccc(Br)cc2)S1 (stereo not drawn)
21	-1.2	0.8	0.3	-1.1	-2.4	0.9	-3.3	-9.0	-16.0	-7.1	COc1ccc(-c2nnc(SCC(=O)Nc3ncc(C(F)(F)F)cc3Cl)n2CC(C)C)cc1
22	1.6	1.2	-0.1	-0.9	-0.3	-1.4	0.7	-8.7	-9.3	-8.0	O=C(NCc1cccc(F)c1)C1CCC(=O)N(C2CCCC2)C1 (stereo not drawn)
23	0.2	3.7	0.0	-1.6	-19.8	-1.0	-2.1	4.9	3.4	-7.3	CC(=O)N1CCN(Cc2nc3cc([N+](=O)[O-])ccc3n2C)CC1
24	6.3	1.1	-2.3	-1.2	-7.3	-7.6	-2.6	1.8	4.4	-12.2	COCCN(C(=O)COc1ccc(Cl)cc1)c1nnc(-c2cccnc2)s1
25	6.2	0.5	-1.1	-0.3	-4.2	-6.0	0.6	5.0	-0.7	4.9	CCCCOCCCNS(=O)(=O)Cc1ccccc1
26	4.2	0.5	0.2	0.1	4.2	-1.1	0.1	5.7	-5.0	-5.2	CC1CCc2c(sc3nc4n(c(=O)c23)CCS4)C1 (stereo not drawn)
27	4.1	-0.3	-0.8	0.2	-2.2	-2.6	0.2	-3.5	-2.8	-12.2	COc1ccccc1OCc1nc(C#N)c(N2CC(C)CC(C)C2)o1 (stereo not drawn)
28	-2.2	-0.5	-0.1	-2.2	-2.2	-0.3	1.6	-9.6	-16.1	.	Cc1cc(OCC(=O)Nc2c(C(C)C)cccc2C(C)C)no1
29	0.2	-0.4	-0.2	0.0	0.7	-0.9	0.2	5.1	-5.3	-4.6	CCOC(=O)c1sc(NC(=O)CSc2nnc(-c3ccc(OC)cc3)n2CCOC)nc1C
30	2.2	1.1	-0.2	-1.2	-2.3	-9.5	-2.6	3.0	-4.5	-4.2	CC(C)C1(C)C(=O)N=C2c3ccccc3C(=O)N21 (stereo not drawn)
31	-1.0	0.6	0.2	-0.4	-10.0	-8.3	-0.8	-1.3	3.3	-5.7	Cc1cc(C(=O)OCC(=O)NCCc2ccccc2)c2ccccc2n1
32	-5.3	-0.2	-0.4	0.5	-19.1	-3.5	3.5	-6.2	-3.0	-9.7	O=C(COC(=O)c1cc(Cl)ccc1[N+](=O)[O-])Nc1cccc2ccccc12
33	4.1	-0.5	-0.6	1.6	0.6	-8.0	0.8	-6.2	6.6	-8.3	CC(C)(C)NC(=O)NC(=O)CN1CCCCCCC1
34	-0.6	0.5	-0.5	2.6	-4.3	-4.0	1.2	13.6	5.4	1.6	COc1ccc(Cl)cc1NC(=O)C(C)N(C)Cc1cccc(Cl)c1Cl (stereo not drawn)
35	-1.5	-0.4	-0.9	-0.3	3.3	-4.0	-1.2	5.2	-1.9	-3.8	CCOc1ccccc1NC(=O)CCS(=O)(=O)c1cccs1
36	-2.7	-0.3	-0.3	2.3	-11.2	-5.0	-1.7	3.0	2.1	-4.7	CCOc1ccc(NC(=O)CC2Nc3ccccc3NC2=O)cc1 (stereo not drawn)
37	1.3	0.5	-1.0	0.4	0.6	-2.5	0.5	8.9	-5.6	4.0	COc1ccc(/C=C/C(=O)O)cc1S(=O)(=O)N1CCCCC1
38	1.4	-1.2	0.0	-0.9	1.3	3.7	2.3	0.8	3.9	-2.5	Clc1ccc(-c2cn(-c3ccccc3)c3[n+]2CCS3)cc1
39	-8.5	-0.7	6.4*	1.5	4.2	-1.6	-0.6	-3.2	0.1	-1.2	COc1ccc(-n2c(SCC(=O)NCc3ccco3)nnc2-c2c[nH]c3ccccc23)cc1
40	2.1	-0.9	-0.3	-1.0	4.3	-2.7	2.3	-10.9	3.2	25.0	CC(C)c1ccc(-n2nnnc2SCC(=O)NC2CC2)cc1
41	11.2	1.7	0.3	0.7	5.7	-2.6	0.2	-14.8	-0.7	-7.6	CC(=O)Nc1c(Br)cc2c(c1Br)Cc1cc(Br)ccc1-2
42	-0.8	0.2	-0.3	-1.5	5.1	-1.1	-1.9	-3.0	5.5	0.6	CCN1C[C@@H]2[C@@H]3C(=O)N(C)C(=O)[C@@H]3[C@](Cc3ccccc3)(C1=O)N2C(=O)c1ccccc1
43	-4.0	0.3	-0.5	-2.0	0.7	-4.5	0.0	0.4	6.0	-7.4	CCc1ccc2[nH]c(=O)c(CN(CC3CCCO3)C(=S)NCc3ccco3)cc2c1 (stereo not drawn)
44	-2.4	-0.2	-0.5	3.2	0.7	-2.4	3.1	-0.3	7.4	-8.0	COc1ccc(-c2cc(C)no2)cc1S(=O)(=O)N(C)c1ccc(C)c(C)c1
45	-0.1	0.6	-1.2	2.2	3.4	-4.6	3.7	-6.7	-24.3	1.9	Cc1ccc(-c2nn(-c3cccc(F)c3)cc2CN2CCN(c3ccccn3)CC2)o1
46	1.8	13.8*	0.2	-3.2	-10.3	-1.8	-1.1	35.2*	-0.5	-3.6	COc1cccc(C2=CC(c3cccs3)n3nnnc3N2)c1 (stereo not drawn)
47	-3.2	0.0	-0.4	6.7	3.0	-3.0	3.2	2.9	-17.7	-14.9	O=C(CCC1CCCC1)Nc1cccn(Cc2ccccc2Br)c1=O
48	-1.9	1.2	-0.3	-0.7	-19.0	-4.0	-1.5	-2.6	5.4	-5.7	O=C(N/N=C/c1cccc([N+](=O)[O-])c1)c1ccc(CN2CCOCC2)cc1

Copied from above, entries 47 to 48
nr	DNMT1 block	MsrA inhibitor	Tb MetRS inh	LMPTP block	SUMO1-SIM PPI	MsrA act	STEP inh	E coli Lon inh	CendR NRP1 mod	Scp-1 inhibitor	Structure
47	-3.2	0.0	-0.4	6.7	3.0	-3.0	3.2	2.9	-17.7	-14.9	O=C(CCC1CCCC1)Nc1cccn(Cc2ccccc2Br)c1=O
48	-1.9	1.2	-0.3	-0.7	-19.0	-4.0	-1.5	-2.6	5.4	-5.7	O=C(N/N=C/c1cccc([N+](=O)[O-])c1)c1ccc(CN2CCOCC2)cc1

Assay outcomes (PubChem BioAssay)
